bIAP activator: increases bovine intestinal alkaline phosphatase activity | purified bovine IAP, CDP-star luminescence, 30 min; hits give high values; fold of DMSO-control signal, blank-subtracted | activation factor at 20 µM | AID 1016 | hit rate 0.17% among 200,000;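 active means activation factor of 2 or more at 20 µM, a signal rise over negative controls twice the positive control's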
PMI act hi M6P: increases human PMI activity with near-saturating mannose 6-phosphate; P34949; coupled PMI enzyme assay, resazurin fluorescence, 20 min; hits give high values; 1 = untreated enzyme, 0 = substrate-free blank; activation factor at 20 µM; hit rate 0.34% among 190,000; AID 1216;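 active means activation factor of 2 or more at 20 µM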
Target sequence (P34949 whole entry, looked up): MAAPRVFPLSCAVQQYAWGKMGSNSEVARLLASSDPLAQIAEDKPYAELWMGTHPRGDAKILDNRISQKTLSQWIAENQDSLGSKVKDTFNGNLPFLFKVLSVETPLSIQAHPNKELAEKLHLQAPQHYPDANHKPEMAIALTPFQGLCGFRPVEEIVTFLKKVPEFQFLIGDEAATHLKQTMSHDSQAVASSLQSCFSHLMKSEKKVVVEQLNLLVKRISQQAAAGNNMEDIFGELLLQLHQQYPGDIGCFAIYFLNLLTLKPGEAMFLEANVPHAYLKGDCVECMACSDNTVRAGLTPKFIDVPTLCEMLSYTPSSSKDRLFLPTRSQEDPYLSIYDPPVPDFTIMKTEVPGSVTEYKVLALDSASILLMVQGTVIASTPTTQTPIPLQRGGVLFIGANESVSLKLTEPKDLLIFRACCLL
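assay system = human phosphomannose isomerase with PGI, G6PDH, diaphorase coupling enzymes | quantity = 15 ng/mL PMI | incubation = enzyme reaction with compound 20 min at room temperature | medium = HEPES pH 7.4 buffer with MgCl2 and Tween-20 | compound dosing = one concentration, 20 µM, in 1% DMSO | measured by = Diaphorase-driven resazurin-to-resorufin fluorescence, excitation 544, emission 590 nm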
Diaphorase act: diaphorase activation or chemical reduction counter-screen; Diaphorase/resazurin coupled assay, resorufin fluorescence, 16 min; hits give high values; 1 = vehicle wells, 0 = NADH-free wells; activation factor at 20 µM; hit rate 0.005% among 190,000;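 active means diaphorase activity raised at least twofold by the compound at 20 µM; inactive means activation factor below 2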
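Material: Purified diaphorase enzyme from Clostridium kluyveri | Buffer or medium: 50 mM HEPES pH 7.4 with 4.542 mM MgCl2, 0.005% Tween 20 | Times: 16 min enzyme reaction, ambient temperature | Signal: Red resorufin fluorescence at 544/590 nm excitation/emission | Measure: Increased resorufin signal from activators or reducing compounds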
Diaphorase inh: inhibits diaphorase or chemically oxidizes, flagging diaphorase assay artifacts. hit rate 0.69% among 190,000. inhibition, % at 20 µM. diaphorase resazurin-to-resorufin fluorescence, NADH, 16 min; bacterial (C. kluyveri) enzyme, not human. AID 1217;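 active means primary screen inhibition at 20 µM above a set limit, cut at about 50% in these data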;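 further: plate controls were DMSO with full reaction for no effect and wells lacking NADH for full effect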
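Test system: diaphorase enzyme from Clostridium kluyveri; amount: diaphorase at 0.14 U/mL in enzyme working solution; detection: fluorescence of resorufin formed from resazurin, Ex 544/Em 590 nm; times: reaction incubation of 16 min at room temperature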
L major viab: inhibitors of Leishmania major promastigote growth; inhibition, % at 10 µM; AID 1063; hit rate 9% among 200,000; Leishmania major promastigotes, resazurin fluorescence viability; in the data active means inhibition above about 50%;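 further: promastigotes grown with compound for 44 hours at 28 °C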
bIAP inh: blocks bovine intestinal alkaline phosphatase activity; purified bovine IAP, CDP-star luminescence, 30 min; inhibition, % at 20 µM; 190,000 tested, under 10 active;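 active means over 50% inhibition of intestinal alkaline phosphatase at 20 µM in the single-dose screen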
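test system = bovine IAP enzyme | medium = DEA buffer 100 mM, pH 9.8, with MgCl2 1.0 mM, ZnCl2 0.02 mM | detection = luminescence | dosing = single compound dose of 20 µM, 2% DMSO final | incubation = 30 min reaction at room temperature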
TNAP inh no acc: inhibitors of human TNAP without phosphate acceptor. purified TNAP, CDP-star luminescence, 30 min. inhibition, % at 20 µM. hit rate 0.26% among 200,000. AID 1012;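 active means tissue-nonspecific alkaline phosphatase inhibition above about 50% at 20 µM in the single-dose screen, limit read from the data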;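 further: 0% = DMSO negative control and 100% = EDTA positive control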
Target sequence (P05186 whole entry, looked up): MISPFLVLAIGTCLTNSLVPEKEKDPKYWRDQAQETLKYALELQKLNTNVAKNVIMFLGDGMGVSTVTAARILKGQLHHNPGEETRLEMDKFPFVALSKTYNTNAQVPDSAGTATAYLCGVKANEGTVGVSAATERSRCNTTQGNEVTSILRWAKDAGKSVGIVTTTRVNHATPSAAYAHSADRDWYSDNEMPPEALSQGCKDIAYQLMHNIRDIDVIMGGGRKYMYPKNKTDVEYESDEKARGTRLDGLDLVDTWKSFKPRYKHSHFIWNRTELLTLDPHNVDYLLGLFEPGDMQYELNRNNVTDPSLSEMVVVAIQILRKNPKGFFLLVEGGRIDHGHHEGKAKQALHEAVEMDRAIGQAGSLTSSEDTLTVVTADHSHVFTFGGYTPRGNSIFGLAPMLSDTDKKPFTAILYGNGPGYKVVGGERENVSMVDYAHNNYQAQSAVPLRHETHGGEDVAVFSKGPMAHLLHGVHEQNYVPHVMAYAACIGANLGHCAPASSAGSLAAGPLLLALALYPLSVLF
TNAP act hiacc: TNAP (human) activation, high acceptor | activation factor at 20 µM | purified TNAP, CDP-star luminescence, 1 M DEA, 30 min; hits give high values; 0 = EDTA background, 1 = DMSO-only activity | 200,000 tested, under 10 active | P05186;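 active means activation factor at least 2 at 20 µM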
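Dosing: 20 µM single point. System: human TNAP. Amount: TNAP 1/800 final. Incubation: 30 min, room temperature. Read-out: TNAP activation factor scaled between EDTA and DMSO control wells. Signal: luminescence from CDP-star hydrolysis. Medium: 1 M DEA, pH 9.8, Mg2+, Zn2+. Control set: EDTA negative control, DMSO positive control.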
TNAP inh hiacc: TNAP (human) inhibition, high acceptor | P05186 | purified TNAP, CDP-star luminescence, 1 M DEA | inhibition, % at 20 µM | hit rate 0.03% among 200,000 | AID 1135;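 active means over 50% inhibition of tissue-nonspecific alkaline phosphatase at 20 µM in the single-dose screen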;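 further: plate controls were DMSO wells for no effect and EDTA-quenched wells as full inhibition for full effect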
PMI act: phosphomannose isomerase (human) activation; purified human PMI, coupled resazurin fluorescence, 20 min; hits give high values; 1 = vehicle control, 0 substrate-free wells; hit rate 0.005% among 190,000; activation factor at 20 µM; P34949;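 active means activation factor of 2 or more at 20 µM, relative to plate controls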
Starred values were filed as active, the others as inactive.

SMILES	bIAP activator	PMI act hi M6P	Diaphorase act	Diaphorase inh	L major viab	bIAP inh	TNAP inh no acc	TNAP act hiacc	TNAP inh hiacc	PMI act
CCC(C)NC(=O)COC(=O)c1cc([N+](=O)[O-])ccc1Sc1nc(C)cs1 (stereo unspecified)	0.9	0.9	0.9	14	5	9	-5	1	-2	0.9
CCC(C)NC(=O)c1c(N)n(/N=C/c2cccs2)c2nc3ccccc3nc12 (stereo unspecified)	0.9	0.6	0.8	24	0	6	-8	1	-4	0.9
O=S(=O)(c1cccs1)N1CCN(CC(O)COc2cc(Cl)ccc2Cl)CC1 (stereo unspecified)	0.9	0.9	0.7	25	-9	9	-3	1	-2	0.9
CCCCOc1ccc(/C=C/C(=O)NCCc2nc3ccccc3[nH]2)cc1	1	0.9	0.8	16	0	-3	-4	1	-1	0.9
Cc1ccc(S(=O)(=O)Nc2nc3ccccc3nc2Nc2cccc(S(=O)(=O)N3CCCC3)c2)cc1	1	0.9	0.7	31	17	1	-10	1.1	-7	0.9
CCOc1ccc(S(=O)(=O)Nc2nc3ccccc3nc2Nc2ccc(N3CCOCC3)cc2)cc1	1	0.9	0.6	37	8	-3	-1	0.9	7	0.8
O=C(N/N=C\c1ccc(-c2ccc([N+](=O)[O-])cc2)o1)c1ccc2c(c1)OCO2	1.1	1	1	1	-2	-9	6	0.9	14	1
Cc1ccc(Nc2ncnc(N)n2)cc1C	1.1	1	1	2	-3	-7	-6	1.1	-8	1
CCOC(=O)C1CCN(C(=O)C(C)Oc2ccc(Br)cc2)CC1 (stereo unspecified)	1	0.9	0.8	20	-4	-2	-8	1	-5	1
COc1ccc(NC(=O)C(NC(=O)OC(C)(C)C)C(C)OCc2ccccc2)cc1 (stereo unspecified)	1	1	0.9	10	-9	1	-13	1.1	-6	1
CCOC(=O)c1c(NC(=O)C2CCCO2)sc2c1CCC2 (stereo unspecified)	1	0.9	0.9	13	14	-1	-2	1	-4	0.9
Nc1ccc(-n2nncc2-c2ccco2)cc1	1	0.9	0.9	14	0	1	-8	1	1	0.9
CCC1(C)COC(C)(CC(=O)NNC(=O)Nc2ccccc2)OC1 (stereo unspecified)	1	1	0.9	5	-2	1	-16	1.1	-6	1
CC(C)CC(=O)NC(=S)Nc1cc(C(=O)O)ccc1Cl	0.7	1	0.8	15	-6	26	5	1	-2	1.1
COc1ccc(S(=O)(=O)NC2(C(F)(F)F)N=C(c3ccccc3)NC2=O)cc1 (stereo unspecified)	1.1	1.1	1	5	-4	-5	-4	1	3	1.1
COC(=O)c1c(C)cc(C)n2c1nc1ccccc12	1	1	1.1	-6	39	-2	9	1.1	-7	1
NC(=O)COC(=O)c1cccc(S(=O)(=O)N2CCCc3ccccc32)c1	1	1	0.9	10	6	1	-4	1	-3	1
Cc1ccc(C(c2nnnn2CC2CCCO2)N2CCN(c3cccc(C)c3C)CC2)cc1 (stereo unspecified)	1.1	0.9	0.9	12	59*	-11	0	1	3	0.8
c1ccc(C(Cc2nc(-c3cccnc3)no2)c2ccccc2)cc1	1	0.8	0.8	24	6	2	-2	1	-3	0.8
CC1(C)CC(=O)C(N=Nc2ccc(Cl)cc2)=C(O)C1	1.1	0.9	0.8	15	-7	-11	7	0.9	14	0.9
O=C(NC(=S)Nc1c(F)cc(F)cc1Br)c1ccc2c(c1)OCCO2	1	1	0.8	19	-2	-3	0	1	-1	0.9
CCOc1cccc2cc(C(=O)N3CCN(C/C=C/c4ccccc4)CC3)c(=O)oc12	1.1	0.9	0.8	20	96*	-9	-7	1	-2	1
O=C(NCc1ccc2c(c1)OCO2)C1CCN(S(=O)(=O)c2cccs2)CC1	1	1	1	4	-5	-1	-8	1.1	-7	1
COc1cc(C(=O)OCC(=O)Nc2c(F)c(F)c(F)c(F)c2F)cc(OC)c1OC	1	1.1	0.9	11	-8	-1	-13	1	-4	1
Cc1c(NC(=O)c2cc(-c3ccco3)on2)c(=O)n(-c2ccccc2)n1C	1	1	1.1	-12	-6	4	-6	1	-3	1

Next entries follow:
SMILES	bIAP activator	PMI act hi M6P	Diaphorase act	Diaphorase inh	L major viab	bIAP inh	TNAP inh no acc	TNAP act hiacc	TNAP inh hiacc	PMI act
CCOc1ccc([N+](=O)[O-])c(N)c1	0.7	1	1.1	-9	-6	33	-4	1	2	1
COc1cc(C(=S)N2CCCCC2)ccc1OCC(=O)N1CCCC1	0.9	0.9	0.9	7	-7	8	-11	1	0	0.9
C/C(=N\O)C(=O)NCC1CCNCC1	1	0.9	1	4	-4	2	-7	1	0	0.9
CC1CN(C(NC(=O)C(C)(C)C)C(Cl)(Cl)Cl)CC(C)O1 (stereo unspecified)	1.1	0.9	1	4	-8	-7	-9	1	-2	0.9
CCCN(CCC)CCCNC(=O)c1cn(CCOC)c(=O)c2c1c1ccccc1n2C	1	1	1.1	-9	-3	-4	-12	1	-3	1
COc1ccc(NC(=O)C2CCCN(c3cc(C)nc4ncnn34)C2)cc1 (stereo unspecified)	1.1	1	0.9	7	-2	-5	-8	1	-2	0.9
O=C(Nc1cccc(C(F)(F)F)c1)c1csc(-c2ccncc2)n1	1	0.9	0.9	12	10	0	-10	1	-2	0.9
C=CCc1cc(/C=C/c2nc(O)c([N+](=O)[O-])c(=O)[nH]2)cc(OC)c1O	0.8	0.3	0.3	71*	-1	15	41	0.6	43	0.8
CCN(C(=O)CSc1nnc(-c2ccccc2Cl)n1C1CCCC1)C1CCS(=O)(=O)C1 (stereo unspecified)	1	0.9	1	5	-4	0	1	1.1	-6	1.1
O=C(Nc1ccc2c(c1)OCCO2)c1cc(-n2cnnc2)ccc1Cl	1	1	0.9	11	2	5	-7	1.1	-6	1
O=C(CSc1ncn[nH]1)Nc1ccccc1Sc1ccc(Cl)cc1	1	0.9	0.8	18	6	1	0	0.9	6	0.8
CC(C)(C)OC(=O)COc1cc(OCC(=O)OC(C)(C)C)c2c(=O)cc(-c3ccccc3)oc2c1	1.1	0.9	0.8	23	50*	-5	-2	1	2	0.8
Cn1c(=O)c2c(nc(NCc3ccco3)n2C)n(C)c1=O	1	0.9	0.8	18	0	-1	-6	1	-3	0.9
Cc1cc(NC(=O)Cc2cccs2)no1	0.9	1.4	0.8	22	-5	11	1	1	-1	1.2
CS(=O)(=O)c1ccc2nc(NC(=O)Nc3cccc(Cl)c3)sc2c1	0.9	1.1	1.2	-22	27	6	4	1.1	-5	1.1
O=C(CSCc1ccccc1)Nc1ccc(S(=O)(=O)N2CCOCC2)cc1	0.9	0.9	0.8	15	0	14	-4	1	3	0.8
CCOC(=O)Cn1nc(C)n(-c2ccc(F)cc2)c1=O	0.9	1	1	3	-6	6	-8	1	-1	1
CCO[C@H]1OC(C(=O)N2CCOCC2)=C[C@@H](c2ccc3c(c2)OCO3)[C@@H]1CCCO	1	1	0.9	8	-8	1	-11	1.1	-7	1
COc1ccc(/C=C(/C(=O)c2ccc(Cl)cc2Cl)n2cncn2)cc1	0.9	1.1	0.9	5	23	9	0	1	-1	1.1
O=C(NNC(=O)C1CCCCC1)C(=O)NC1CCCCC1	1.2	1	0.8	18	0	-20	-15	1	-4	0.9
Cc1ccnc(SCC(=O)c2cccc([N+](=O)[O-])c2)n1	1	1	0.8	16	-6	4	4	1	0	1
CCc1nc(C)ccc1OCC(=O)NCCCN(C)C	1.2	1.1	0.9	9	-1	-16	-13	1	0	1.2
Cc1ccc(C)c(C(=O)c2c(C)nc3sccn23)c1	0.9	1	0.8	17	13	6	-9	1	-4	0.9
O=C(Nc1nc(-c2ccccc2)cs1)c1cccc([N+](=O)[O-])c1C(=O)O	1	1.2	0.9	12	-6	2	-11	1	-4	1.1
O=C(c1ccccc1)N1N=C(c2ccco2)CC1c1cccs1 (stereo unspecified)	1.1	0.9	0.8	21	7	-5	-7	1.1	-7	0.8
Cn1ncc(Cl)c1C(=O)Nc1cccc(Cl)c1	1	0.7	0.8	21	3	4	-9	1	-1	0.9
Cc1ccc(S(=O)(=O)NC(=O)NCCc2ccccc2)cc1	0.9	1.1	0.9	6	2	14	-2	1	-4	1.1
O=C(CSc1ccccn1)N1CCc2ccccc21	1.1	1.1	1	3	-3	-10	-6	1	-1	1.1
CC1=C(C(=O)Nc2ccc(C)cc2)C(c2cccs2)NC(=S)N1 (stereo unspecified)	0.6	1	0.9	9	14	43	-13	1	-2	0.9

10 entries from above, with values under each structure:
Results follow in this order: bIAP activator | PMI act hi M6P | Diaphorase act | Diaphorase inh | L major viab | bIAP inh | TNAP inh no acc | TNAP act hiacc | TNAP inh hiacc | PMI act
CCOc1ccc([N+](=O)[O-])c(N)c1
 : 0.7 | 1 | 1.1 | -9 | -6 | 33 | -4 | 1 | 2 | 1
COc1cc(C(=S)N2CCCCC2)ccc1OCC(=O)N1CCCC1
 : 0.9 | 0.9 | 0.9 | 7 | -7 | 8 | -11 | 1 | 0 | 0.9
C/C(=N\O)C(=O)NCC1CCNCC1
 : 1 | 0.9 | 1 | 4 | -4 | 2 | -7 | 1 | 0 | 0.9
CC1CN(C(NC(=O)C(C)(C)C)C(Cl)(Cl)Cl)CC(C)O1 (stereo unspecified)
 : 1.1 | 0.9 | 1 | 4 | -8 | -7 | -9 | 1 | -2 | 0.9
CCCN(CCC)CCCNC(=O)c1cn(CCOC)c(=O)c2c1c1ccccc1n2C
 : 1 | 1 | 1.1 | -9 | -3 | -4 | -12 | 1 | -3 | 1
COc1ccc(NC(=O)C2CCCN(c3cc(C)nc4ncnn34)C2)cc1 (stereo unspecified)
 : 1.1 | 1 | 0.9 | 7 | -2 | -5 | -8 | 1 | -2 | 0.9
O=C(Nc1cccc(C(F)(F)F)c1)c1csc(-c2ccncc2)n1
 : 1 | 0.9 | 0.9 | 12 | 10 | 0 | -10 | 1 | -2 | 0.9
C=CCc1cc(/C=C/c2nc(O)c([N+](=O)[O-])c(=O)[nH]2)cc(OC)c1O
 : 0.8 | 0.3 | 0.3 | 71* | -1 | 15 | 41 | 0.6 | 43 | 0.8
CCN(C(=O)CSc1nnc(-c2ccccc2Cl)n1C1CCCC1)C1CCS(=O)(=O)C1 (stereo unspecified)
 : 1 | 0.9 | 1 | 5 | -4 | 0 | 1 | 1.1 | -6 | 1.1
O=C(Nc1ccc2c(c1)OCCO2)c1cc(-n2cnnc2)ccc1Cl
 : 1 | 1 | 0.9 | 11 | 2 | 5 | -7 | 1.1 | -6 | 1

From PubChem
